From PubChem BioAssay
TcdB GH inh: TcdB glycohydrolase inhibition; hit rate 0.24% among 350,000; inhibition, % at 9.99 µM; P18177; TcdB glycohydrolase enzymatic assay, plate reader; in the data active means inhibition above about 10%
* marks the source's active call; other numbers are inactive results; & = joins results of further samples. Some of the compounds tested; count on the stated rates, not on these rows.

nr | Structure | TcdB GH inh
1 | Cc1cccc(S(=O)(=O)N2CCCCN3[C@H](CO)[C@@H](c4ccc(-c5cccnc5)cc4)[C@H]3C2)c1 | -2.2
2 | COc1ccc(-c2cn(CC[C@H]3CC[C@@H](NC(=O)Nc4ccc(F)cc4)[C@@H](CO)O3)nn2)cc1 | -0.9
3 | Cc1ccccc1-c1ccc(C2[C@@H]3CN(S(=O)(=O)c4ccccc4C)C[C@H]2N3)cc1 (some centres undefined) | 0.3&0.4
4 | Cc1noc(C)c1NC(=O)N(C)C[C@@H]1OCc2ccccc2-c2ccccc2C(=O)N([C@@H](C)CO)C[C@H]1C | 0.0
5 | COc1ccc(S(=O)(=O)N(C)C[C@H]2Oc3ccc(NC(=O)Nc4cccc5ccccc45)cc3CC(=O)N([C@@H](C)CO)C[C@@H]2C)cc1 | -0.3
6 | C[C@@H]1CCCCO[C@H](CN(C)C(=O)C2CCCCC2)[C@H](C)CN([C@H](C)CO)C(=O)c2cc(NC(=O)Nc3ccccc3)ccc2O1 | 0.6
7 | C[C@H]1CN([C@@H](C)CO)C(=O)c2cc(/C=C/c3ccccc3)cnc2O[C@H]1CN(C)S(=O)(=O)c1ccccc1 | -1.1
8 | C[C@@H]1CCCCO[C@@H](CN(C)Cc2ccncc2)[C@@H](C)CN([C@H](C)CO)C(=O)c2cc(NS(=O)(=O)c3ccc(Cl)cc3)ccc2O1 | 0.4
9 | O=C(NCC[C@H]1CC[C@H](NS(=O)(=O)c2ccc(F)cc2)[C@H](CO)O1)Nc1ccc(Cl)cc1 | 0.2
10 | CO[C@@H]1CN(C)C(=O)c2ccc(NC(C)=O)cc2OC[C@@H](C)N(C(=O)C2CC2)C[C@H]1C | 0.7
11 | CCC(=O)N1CC(=O)N2[C@@H](CO)[C@H](c3ccc(C#CCC(C)C)cc3)[C@@H]2C1 | -0.3
12 | CCC(=O)N1CC[C@H]2[C@@H]1c1cc(C#Cc3ccccc3OC)ccc1N(C)[C@H]2CO | -1.7

3 entries picked at random from those above, as already listed:
nr | Structure | TcdB GH inh
11 | CCC(=O)N1CC(=O)N2[C@@H](CO)[C@H](c3ccc(C#CCC(C)C)cc3)[C@@H]2C1 | -0.3
3 | Cc1ccccc1-c1ccc(C2[C@@H]3CN(S(=O)(=O)c4ccccc4C)C[C@H]2N3)cc1 (some centres undefined) | 0.3&0.4
10 | CO[C@@H]1CN(C)C(=O)c2ccc(NC(C)=O)cc2OC[C@@H](C)N(C(=O)C2CC2)C[C@H]1C | 0.7

The list goes on:
nr | Structure | TcdB GH inh
13 | CCCNC(=O)N1[C@H](C#N)[C@H](c2ccccc2-c2cccc(OC)c2)[C@@H]1CO | -0.8
14 | CC(C)NC(=O)N(C)C[C@@H]1Oc2c(NC(=O)CCCCCC(=O)Nc3ccccc3N)cccc2C(=O)N([C@@H](C)CO)C[C@@H]1C | -0.1
15 | CCCC(=O)Nc1ccc2c(c1)OC[C@H](C)N(Cc1nccs1)C[C@@H](C)[C@@H](OC)CN(C)C2=O | 0.1
16 | O=C(C1CCCCC1)N1C[C@@H]2N[C@H](C1)C2c1ccc(-c2ccccc2F)cc1 (some centres undefined) | 0.7&1.3
17 | CN(C)CC(=O)N[C@H]1CC[C@H](CCNS(=O)(=O)c2ccccc2)O[C@H]1CO | -0.5
18 | CCC(=O)N(C)C[C@H]1Oc2cc(C#C[C@H](C)O)ccc2S(=O)(=O)N([C@H](C)CO)C[C@H]1C | 0.5
19 | CC(C)NC(=O)N1CCCCN2[C@H](CO)[C@@H](c3ccc(C#Cc4ccccc4F)cc3)[C@H]2C1 | 0.7
20 | C[C@H](CO)N1C[C@H](C)[C@@H](CN(C)S(=O)(=O)c2ccc(Cl)cc2)OCCCC[C@H](C)Oc2ccc(NC(=O)CCC(F)(F)F)cc2C1=O | 0.6
21 | CCO[C@H]1OC(C(=O)NCc2nc3ccccc3[nH]2)=C[C@@H](c2coc3ccccc3c2=O)[C@@H]1CCCO | 0.0
22 | Cc1noc(C)c1NC(=O)Nc1ccc2c(c1)C(=O)N([C@H](C)CO)C[C@@H](C)[C@H](CN(C)S(C)(=O)=O)OCCCC[C@@H](C)O2 | -1.2
23 | N#C[C@H]1[C@@H](c2ccccc2-c2ccccc2F)[C@@H](CO)N1C(=O)C1CC1 | 0.8
24 | C[C@H]1CCCCO[C@H](CN(C)C(=O)Nc2ccc3c(c2)OCO3)[C@@H](C)CN([C@@H](C)CO)C(=O)c2cc(NC(=O)CCC(F)(F)F)ccc2O1 | 0.5

Single entries from the results shown:
cpd 24 in TcdB GH inh shows 0.5
cpd 19 in TcdB GH inh shows 0.7
cpd 23 in TcdB GH inh shows 0.8
cpd 14 in TcdB GH inh shows -0.1
cpd 17 in TcdB GH inh shows -0.5
cpd 18 in TcdB GH inh shows 0.5

Screen by screen, quoted from above:
TcdB GH inh, nos. 19–22 → 0.7, 0.6, 0.0, -1.2

Continuation.
nr | Structure | TcdB GH inh
25 | C[C@@H]1CN([C@H](C)CO)C(=O)c2cccc(NC(=O)CCCCCC(=O)Nc3ccccc3N)c2O[C@H]1CN(C)S(=O)(=O)c1cccs1 | -26
26 | Cc1ccc(S(=O)(=O)Nc2ccc3c(c2)C(=O)N([C@@H](C)CO)C[C@H](C)[C@H](CN(C)C(=O)Nc2ccccc2)OCCCC[C@H](C)O3)cc1 | 0.0
27 | COc1ccc(NC(=O)Nc2ccc3c(c2)C(=O)N([C@H](C)CO)C[C@H](C)[C@@H](CN(C)C(=O)Nc2ccc(OC)cc2)OCCCC[C@H](C)O3)cc1 | 0.5
28 | C[C@H](CO)N1C[C@H](C)[C@@H](CN(C)Cc2ccncc2)Oc2cc(-c3cncnc3)ccc2S1(=O)=O | 0.1
29 | C[C@H]1CN([C@@H](C)CO)C(=O)c2ccccc2-c2ccccc2CO[C@H]1CN(C)C(=O)Nc1ccc2c(c1)OCO2 | -0.4
30 | CCCNC(=O)N1C[C@H](O)COC[C@@H]2O[C@@H](CC(=O)NCc3ccc(Cl)c(Cl)c3)CC[C@H]21 | 0.3
31 | COc1ccccc1C#Cc1cnc2c(c1)C(=O)N([C@H](C)CO)C[C@H](C)[C@H](CN(C)C(=O)CN(C)C)O2 | 0.6
32 | CO[C@H]1CN(C)C(=O)c2ccc(NS(=O)(=O)c3cn(C)cn3)cc2OC[C@@H](C)N(C)C[C@H]1C | -0.5
33 | CC(C)NC(=O)N(C)C[C@@H]1OCCCC[C@H](C)Oc2ccc(NS(C)(=O)=O)cc2C(=O)N([C@@H](C)CO)C[C@@H]1C | 0.3
34 | CC=Cc1ccc2n(c1=O)C[C@H]1[C@H](CO)[C@@H](C(=O)Nc3ccc(-c4ccccc4)cc3)N(CCC)[C@@H]21 (mixture of isomers) | -6.1
35 | Cc1ccccc1S(=O)(=O)N1C[C@@H]2[C@H](c3ccccc31)[C@H](CO)N2C(=O)CC1CC1 | 1.3
36 | COCC(=O)N[C@H]1CC[C@@H](CC(=O)N2CCCCC2)O[C@@H]1CO | -0.1

More structures:
nr | Structure | TcdB GH inh
37 | Cc1noc(C)c1NC(=O)N[C@@H]1C=C[C@@H](CC(=O)N2CCN(C)CC2)O[C@H]1CO | 0.4
38 | C[C@H]1CN([C@@H](C)CO)C(=O)c2cc(-c3cccc(F)c3)cnc2O[C@H]1CN(C)C(=O)Nc1cc(F)ccc1F | 0.5
39 | COc1ccc2c3c(n(C)c2c1)[C@@H](CO)N(CC1CC1)CC31CCN(S(=O)(=O)c2cn(C)cn2)CC1 | -0.2
40 | CC(C)NC(=O)Nc1cccc2c1O[C@H](CN(C)C(=O)Nc1ccccc1)[C@H](C)CN([C@H](C)CO)C2=O | 0.8
41 | C[C@H](CO)N1C[C@H](C)[C@@H](CN(C)C(=O)Nc2ccc3c(c2)OCO3)Oc2ccc(NC(=O)C3CC3)cc2C1=O | 0.8
42 | COCC(=O)N1CC2(C1)CN(Cc1cc(F)ccc1F)[C@@H](CO)c1c2c2ccc(OC)cc2n1C | -0.3
43 | CCS(=O)(=O)N1CC2(CN(C(=O)Nc3c(C)noc3C)[C@H](CO)c3[nH]c4cc(OC)ccc4c32)C1 | 1.4
44 | Cc1noc(C)c1S(=O)(=O)Nc1ccc2c(c1)C(=O)N([C@H](C)CO)C[C@@H](C)[C@@H](CN(C)C(=O)NC(C)C)O2 | 0.4
45 | O=C(NCC[C@@H]1CC[C@H](NS(=O)(=O)Cc2ccccc2)[C@@H](CO)O1)C1CC1 | -0.4
46 | CCCC#Cc1cnc2c(c1)C(=O)N([C@H](C)CO)C[C@H](C)[C@H](CN(C)C(=O)c1ccccc1)O2 | 0.5
47 | CC(=O)N(C)C[C@@H]1Oc2cc(C#CC3CCCC3)ccc2S(=O)(=O)N([C@@H](C)CO)C[C@H]1C | 0.3
48 | CC(C)C#Cc1cnc2c(c1)C(=O)N([C@H](C)CO)C[C@H](C)[C@@H](CN(C)C(=O)c1ccc3c(c1)OCO3)O2 | 0.2

Compounds from the list above that have an NH in an aromatic ring:
nr | Structure | TcdB GH inh
21 | CCO[C@H]1OC(C(=O)NCc2nc3ccccc3[nH]2)=C[C@@H](c2coc3ccccc3c2=O)[C@@H]1CCCO | 0.0
43 | CCS(=O)(=O)N1CC2(CN(C(=O)Nc3c(C)noc3C)[C@H](CO)c3[nH]c4cc(OC)ccc4c32)C1 | 1.4

Remaining list, next part:
nr | Structure | TcdB GH inh
49 | CNC(=O)C[C@@H]1CC[C@@H]2[C@@H](COc3ccc(NC(=O)NC4CCCC4)cc3C(=O)N2C)O1 | 1.8
50 | COc1ccc(CN(C)C[C@@H]2OCCCC[C@@H](C)Oc3ccc(NS(=O)(=O)c4cccs4)cc3C(=O)N([C@H](C)CO)C[C@@H]2C)cc1 | 1.3
51 | COc1ccc(S(=O)(=O)N(C)C[C@H]2Oc3ccc(NS(=O)(=O)c4ccc(Cl)cc4)cc3C(=O)N([C@H](C)CO)C[C@H]2C)cc1 | 0.6
52 | CN1c2ccc(Br)cc2[C@@H]2[C@@H](CCN2C(=O)C2CCC2)[C@@H]1CO | -0.8
53 | C[C@H]1CN([C@@H](C)CO)C(=O)Cc2cc(NS(=O)(=O)c3ccc(Cl)cc3)ccc2O[C@@H]1CN(C)CC1CC1 | 1.0
54 | O=C([C@@H]1N[C@@H]2c3ccc(C4=CCCCC4)c(=O)n3C[C@@H]2[C@H]1CO)N1CCC(Cc2ccccc2)CC1 | -0.8
55 | C[C@@H]1CN([C@@H](C)CO)S(=O)(=O)c2ccc(-c3ccccc3)cc2O[C@@H]1CN(C)C(=O)CN(C)C | -2.4
56 | COc1ccc(S(=O)(=O)N(C)C[C@@H]2Oc3ccc(NC(=O)Cc4cn(C)c5ccccc45)cc3CC(=O)N([C@H](C)CO)C[C@H]2C)cc1 | 0.7
57 | COc1ccc(NC(=O)N(C)C[C@H]2Oc3ccc(NC(=O)Nc4ccccc4)cc3CC(=O)N([C@H](C)CO)C[C@@H]2C)cc1 | -0.5
58 | COc1ccc(COCC23N=C4SCCCN4[C@H](c4ccccc4O2)[C@H]3CO)cc1 | -0.9
59 | C[C@@H]1CCCCO[C@@H](CN(C)C(=O)Cc2ccccc2)[C@@H](C)CN([C@H](C)CO)C(=O)c2cc(NC(=O)Nc3ccc4c(c3)OCO4)ccc2O1 | -0.3
60 | COCCNC(=O)c1cc2c(c(-c3cccc(C4=CCCC4)c3)n1)[C@@H](CCO)N([S@](=O)C(C)(C)C)C2 | -0.5

The list continues.
nr | Structure | TcdB GH inh
61 | COc1ccc2c3c([nH]c2c1)[C@@H](CO)N(C(=O)NC(C)C)CC31CN(C(=O)C2CCCC2)C1 | 1.4
62 | COc1ccc2c3c(n(C)c2c1)[C@H](CO)N(Cc1ccccc1F)CC31CCN(C(=O)C2CCOCC2)CC1 | 0.1
63 | CC(C)NC(=O)Nc1ccc2c(c1)CC(=O)N([C@H](C)CO)C[C@@H](C)[C@@H](CN(C)Cc1ccncc1)O2 | -2.4
64 | COCC(=O)Nc1ccc2c(c1)OC[C@H](C)N(C(=O)NC(C)C)C[C@@H](C)[C@@H](OC)CN(C)C2=O | -2.3
65 | C[C@H]1CN([C@@H](C)CO)C(=O)Cc2cc(NS(=O)(=O)c3cn(C)cn3)ccc2O[C@@H]1CN(C)CC1CC1 | -1.2
66 | COc1ccc(S(=O)(=O)NC2CCN(Cc3ccc(OCCO)cc3)CC2)cc1 | -1.4
67 | O=C(C[C@@H]1CC[C@H]2[C@@H](COC[C@H](O)CN2S(=O)(=O)c2cccc(Cl)c2)O1)NCCCN1CCOCC1 | 0.3
68 | COCC(=O)N1[C@@H](C#N)[C@@H](c2ccc(C3=CCCCC3)cc2)[C@@H]1CO | -1.4
69 | CN(C)CC#Cc1ccc([C@H]2[C@@H](CO)N3C(=O)CN(C(=O)c4ccccc4)C[C@@H]23)cc1 | 0.9
70 | CN1C(=O)c2cc(NC(=O)c3ccccc3)ccc2OC[C@@H]2O[C@@H](CC(=O)NCC3CC3)CC[C@@H]21 | 0.9
71 | COc1ccc(NC(=O)N(C)C[C@H]2Oc3c(NS(=O)(=O)c4ccc(C)cc4)cccc3C(=O)N([C@H](C)CO)C[C@H]2C)cc1 | 0.7
72 | O=C(CN1CCOCC1)N[C@@H]1CC[C@H](CCNC(=O)Nc2cc(F)ccc2F)O[C@H]1CO | -1.0

(listing goes on)
nr | Structure | TcdB GH inh
73 | C[C@H](CO)N1C[C@H](C)[C@@H](CN(C)C)Oc2ncc(-c3ccccc3F)cc2C1=O | -6.2
74 | COc1ccc(NC(=O)Nc2ccc3c(c2)[C@@H]2C[C@H](CC(=O)N4CCc5ccccc5C4)O[C@@H](CO)[C@@H]2O3)cc1 | 2.2
75 | CCNC(=O)C[C@H]1CC[C@H]2[C@@H](COc3ccc(NC(=O)Nc4ccccc4OC)cc3C(=O)N2C)O1 | -4.6
76 | C[C@@H]1CN([C@@H](C)CO)C(=O)c2cc(NS(=O)(=O)c3ccccc3)ccc2O[C@@H](C)CCCCO[C@H]1CN(C)S(=O)(=O)c1ccc(Cl)cc1 | 2.2
77 | COc1ccc(NC(=O)N(C)C[C@H]2Oc3ccc(NC(=O)C4CCCCC4)cc3CC(=O)N([C@@H](C)CO)C[C@H]2C)cc1 | 1.3
78 | Cc1ccccc1-c1cnc2c(c1)C(=O)N([C@@H](C)CO)C[C@@H](C)[C@H](CN(C)Cc1cncnc1)O2 | 0.7
79 | COc1ccc(NC(=O)Nc2ccc3c(c2)C(=O)N([C@H](C)CO)C[C@@H](C)[C@H](CN(C)C(=O)NC2CCCCC2)O3)cc1 | 0.4
80 | COc1ccc(S(=O)(=O)N(C)C[C@@H]2Oc3cc(C#CC4CC4)ccc3S(=O)(=O)N([C@@H](C)CO)C[C@H]2C)cc1 | -0.4
81 | COc1ccccc1NC(=O)N1C[C@@H]2[C@H](c3ccccc31)[C@@H](CO)N2CC1CCCC1 | 1.2
